# RPL19A TOR yeast = yeast TOR pathway RPL19A-GFP modulation | actives 0.3% (n = 330,000) | percent response vs DMSO, % at 10 µM | S. cerevisiae RPL19A-GFP strain, flow cytometry, 3 h; hits give low values;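 active means percent response vs DMSO below 50%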;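 further: median channel GFP fluorescence of the barcoded RPL19A-GFP strain; ratio of sample median GFP to plate DMSO average so 100% = DMSO; lower means less RPL19A-GFP as with rapamycin TOR inhibition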
# EBNA-1 inhibitor = blocks EBNA-1 binding to DNA. EBNA-1 DNA binding, fluorescence polarization. inhibition, % at 14.8 µM. actives 0.34% (n = 300,000). AID 1950; in the data active means inhibition above about 28%
# ZTA counter = counter-screen for EBNA-1 inhibitors: inhibitors of Epstein-Barr virus ZTA | AID 2234 | P03206 | inhibition, % at 11 µM | ZTA-DNA binding, fluorescence polarization | actives 0.15% (n = 320,000); in the data active means inhibition above about 33%
# procasp7 counter = counter-screen for procaspase-3 activators: activators of human procaspase-7; recombinant procaspase-7, Ac-DEVD-pNA absorbance 405 nm; D23A/D198A/D206A triple mutant, cannot self-cleave; scale: DMSO 0, 5 µM enzyme 100; P55210; activation, % at 8.5 µM; AID 463210; actives 0.093% (n = 330,000);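 active means percent activation above the screen-wide mean plus 3 SD, cut at about 25% in these data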
#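 Assay system – Uncleavable procaspase-7 mutant enzyme · Quantity – 2 µM procaspase-7 mutant as dispensed · Times – 1 h preincubation, 2 h reaction · Dosing – single nominal 8.5 µM compound dose, 0.8% DMSO final · Buffer or medium – Zinc-free 50 mM HEPES buffer, pH 7.4, with NaCl and Triton X-100 · Detection – Epi-absorbance of released pNA at 405 nm, two timepoints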
# LAP4-GFP MLPCN = alters LAP4-GFP fluorescence in TOR pathway yeast screen; actives 0.34% (n = 320,000); S. cerevisiae LAP4-GFP multiplex, flow cytometry GFP, 3 h; median GFP as percent of DMSO wells; GFP response vs DMSO, % at 10 µM;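 active means GFP response vs DMSO above a set limit, about the screen mean plus 3 SD, cut at about 150% in these data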
# procasp3 activ = procaspase-3 (human) activation | AID 463141 | recombinant procaspase-3 D3A, Ac-DEVD-pNA absorbance 405 nm | P42574 | actives 0.11% (n = 330,000) | activation, % at 8.5 µM;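 active means activation above the mean of all tested compounds plus 3 SD, cut at about 21% in these data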;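 further: 0% = DMSO alone and 100% = DMSO wells spiked with extra 5 µM PC-3 D3A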
#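 Assay system: Procaspase-3 D3A mutant, all three cleavage aspartates alanine. Buffer or medium: Zinc-free HEPES saline buffer with Triton X-100. Times: 1 h compound preincubation, 2 h substrate hydrolysis at 25 °C. Measured by: 405 nm absorbance of p-nitroaniline, reads at 0 and 120 min. Read-out basis: percent activation relative to control range. Replicates: singlicate.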
# MEP2-GFP yeast = modulators of TOR pathway MEP2-GFP in S. cerevisiae; S. cerevisiae MEP2-GFP strain, flow cytometry GFP, 3 h; 100% = DMSO control level; GFP response vs DMSO, % at 10 µM; actives 0.51% (n = 330,000); AID 2016;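 active means GFP response versus DMSO above a set limit, roughly screen mean plus 3 SD, cut at about 180% in these data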;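 further: median GFP fluorescence of the barcode-gated MEP2-GFP cells per well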
# AHR act = activators of human aryl hydrocarbon receptor; AHR-responsive luciferase reporter cells, luminescence; actives 2.5% (n = 320,000); activation, % at 5 µM; P35869; in the data active means activation above about 47%;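 further: 0% = vehicle wells and 100% = reference agonist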
# The depositor's hits bear a star; nt = no result given.
SMILES,RPL19A TOR yeast,EBNA-1 inhibitor,ZTA counter,procasp7 counter,LAP4-GFP MLPCN,procasp3 activ,MEP2-GFP yeast,AHR act
COc1ccccc1Nc1nc(-c2cccc([N+](=O)[O-])c2)cs1,96,5,21,0,116,-4,104,79*
Cc1ccccc1CN(C)C1CCN(C)CC1,101,-6,-2,-3,94,-5,106,4
CCOc1ccc(OCC)c(NS(=O)(=O)c2cn(C)cn2)c1,99,-14,4,-3,89,-4,102,-1
COc1ccc(C(C(=O)NC2CCCC2)N(C(=O)c2snc(C(N)=O)c2N)C2CCCC2)cc1OC (stereo unspecified),96,-1,-4,3,90,7,102,0
NS(=O)(=O)c1ccc(CNC(=O)c2ccc(C(=O)c3ccccc3)cc2)cc1,99,nt,nt,-8,90,-5,99,0
C/C(=N\N1CCN(c2ccc(Cl)cc2)CC1)c1cccc([N+](=O)[O-])c1,108,4,-5,8,96,-5,106,1
CC(C)CCOP(=O)(c1ccc(N(C)C)cc1)C(O)c1ccccn1 (stereo unspecified),103,1,-8,-6,104,7,96,1
COc1ccc(CNC(=O)c2cc(-n3cnnc3)ccc2Cl)cc1,105,-1,-1,-11,101,4,97,17
Cc1nc(N2CCN(C)CC2)c2cc(-c3ccccc3)sc2n1,103,8,13,5,103,1,109,23
CCc1ccc(N(CC(=O)NC(C)C)C(=O)CCC(=O)Nc2ccccn2)cc1,101,-7,6,-13,86,-1,98,0
COc1cccc(CNC(=O)CCNC(=O)c2ccc(Br)o2)c1,99,18,16,2,106,5,100,0
CN=C(Nc1cc(C)nn1CCC#N)c1ccccc1,93,-1,-12,-2,92,7,101,8
COc1ccccc1NC(=O)CC1SC(=N)N(c2ccccc2)C1=O (stereo unspecified),105,2,-6,3,95,-4,97,-1
Cc1cc(NC(=O)CSc2nc3cc4c(cc3c(=O)n2CCc2ccccc2)OCO4)no1,103,14,-9,-8,104,-1,109,2
O=C1Nc2cc(C(F)(F)F)ccc2N2CCCCC12 (stereo unspecified),97,-8,-13,-5,108,-1,94,74*
COc1cc2c(cc1OC)C(C)N(C(=O)c1cc3c(C)cc(C)cc3[nH]1)CC2 (stereo unspecified),100,0,9,-8,120,-4,104,-17
NC(=O)c1c(NC(=O)CSc2nnc(-c3ccccc3)n2CC2CCCO2)sc2c1CCC2 (stereo unspecified),100,-13,-9,-9,109,2,104,-1
CCOC(=O)C(C(C)=O)C(c1ccc(OCCC(C)C)cc1)C(C(C)=O)C(=O)OCC (stereo unspecified),106,10,12,8,107,-3,111,1
Cc1cccc(NC(=O)N(Cc2nc3ccccc3c(=O)[nH]2)C2CCCC2)c1,102,4,18,8,94,5,100,9
O=C(Nc1ccccc1)C1CCCN1S(=O)(=O)c1cccs1 (stereo unspecified),99,-4,-17,3,107,2,97,-4
CC(OC(=O)c1cc[n+]([O-])cc1)C(=O)NCc1ccccc1 (stereo unspecified),100,-2,-12,9,112,2,100,3
CC1=Nc2ccc(Br)cc2C(c2ccccc2)N1CC(=O)O (stereo unspecified),103,9,11,9,99,-6,98,-2
COC(=O)c1ccccc1NC(=O)CN1C(=O)CSC1=O,104,-7,4,1,105,-1,103,13
CC1(C)NC(=O)N(CCC(=O)Nc2cc(C(F)(F)F)ccc2Cl)C1=O,90,nt,nt,-7,101,-3,93,5
COc1ccc2c(CC(=O)Nc3ncc(C)s3)coc2c1,90,-1,12,1,96,0,92,30
Cc1cc(C)cc(OCCn2nnc3ccccc32)c1,102,2,-5,2,90,1,106,13
O=C(NCC(c1ccco1)N1CCc2ccccc21)c1cccc(F)c1 (stereo unspecified),88,-14,-5,-9,94,3,97,2
CCCC1C(C#N)=C(N)Oc2cc(C)n(C)c(=O)c21 (stereo unspecified),104,-10,13,24,100,18,99,9
COc1cc(/C=N/NC(=O)c2cccnc2)ccc1OC(=O)c1ccc2c(c1)OCO2,94,18,18,7,100,5,100,15
O=C(O)/C=C/C(=O)Nc1nc(-c2ccc3ccccc3c2)cs1,100,7,31,-8,116,-6,104,-1

# One compound at a time, from the list above.
# CC1(C)NC(=O)N(CCC(=O)Nc2cc(C(F)(F)F)ccc2Cl)C1=O is entered as RPL19A TOR yeast: 90; EBNA-1 inhibitor: nt; ZTA counter: nt; procasp7 counter: -7; LAP4-GFP MLPCN: 101; procasp3 activ: -3; MEP2-GFP yeast: 93; AHR act: 5
# COc1cc(/C=N/NC(=O)c2cccnc2)ccc1OC(=O)c1ccc2c(c1)OCO2 is entered as RPL19A TOR yeast: 94; EBNA-1 inhibitor: 18; ZTA counter: 18; procasp7 counter: 7; LAP4-GFP MLPCN: 100; procasp3 activ: 5; MEP2-GFP yeast: 100; AHR act: 15

# The listing continues:
SMILES,RPL19A TOR yeast,EBNA-1 inhibitor,ZTA counter,procasp7 counter,LAP4-GFP MLPCN,procasp3 activ,MEP2-GFP yeast,AHR act
CC(C)C(=O)N(c1ccc2oc(=O)sc2c1)S(=O)(=O)c1ccccc1,101,-2,-16,-38,100,-22,106,0
COC(=O)c1cc2occc2n1CC(=O)Nc1ccc(OC)c(OC)c1OC,92,-8,-7,1,90,6,94,12
CCOC(=O)c1[nH]c(C)c(CCC(=O)OC)c1C,99,11,5,-2,100,0,103,-3
COc1cc2c(cc1OC)CN(C(=O)c1nn(Cc3ccccc3)c(=O)c3ccccc13)CC2,95,nt,-8,1,94,9,93,4
Cc1oc(-c2cccs2)[n+]([O-])c1C,105,14,0,4,103,6,101,-1
O=C(CSCc1cnn(-c2ccccc2)c1-n1cccc1)NCc1ccccn1,96,2,7,-3,101,0,105,0
CC1(C)C(=O)Nc2ccccc2N1C(=O)COc1ccc(C#N)cc1,95,nt,nt,0,94,5,97,4
O=C(Nc1ccccc1F)C1C2C=CC3(O2)C1C(=O)N(c1cccnc1)C3C(=O)NC1CCCCC1 (stereo unspecified),102,0,-2,-4,93,-8,99,2
CC1(C)Cc2c(c(N3CCCC3)nc3sc(C(=O)Nc4ccccc4)c(N)c23)CO1,101,8,-2,3,98,23*,102,-9
O=C(N/N=C/c1cn(-c2ccccc2)nc1-c1ccc(F)cc1)c1ccc(Br)o1,114,11,-10,-6,114,1,93,3
COc1ccc(OC(=O)c2cccc(S(=O)(=O)N3CCCC3)c2)cc1,nt,10,0,-1,93,6,105,0
Cc1ccc(S(=O)(=O)C(F)(F)F)cc1NC(=O)c1cccnc1,100,-1,-5,10,103,9,100,-5
Nc1nc(Nc2cccc(F)c2)nc(N2CCOCC2)c1[N+](=O)[O-],94,-3,-4,4,103,-6,94,36
Cc1ccc(SCCCCN2CCOCC2)cc1,109,-10,-3,-17,93,2,114,2
COc1cc(CCC(=O)OCC(=O)NC(=O)c2ccc(Cl)cc2)cc(OC)c1OC,93,9,4,7,109,6,91,3
Cc1csc(CN(C)C(=O)CC2C(=O)NCCN2Cc2ccc(F)c(F)c2)n1 (stereo unspecified),105,-1,-9,-5,80,-2,100,-1
CC(=O)OC(C)C[N+](C)(C)C (stereo unspecified),102,6,-1,12,105,6,95,8
COc1ccc(-n2nc(C(=O)NCC(=O)NCCCN3CCN(C)CC3)c3ccccc3c2=O)cc1,102,14,14,-1,100,-3,98,-1
CCOc1ccc(OCCN(C)Cc2ccccc2)cc1,102,-1,6,12,94,4,99,3
COCCn1c(C)cc(C(=O)CSc2nc3ccccc3o2)c1C,100,6,3,-4,108,-6,107,12
O=S(=O)(/N=C/c1c(O)ccc2ccccc12)c1ccccc1,103,-14,-21,-10,96,2,109,21
CN(C)c1ccc(/C=N/N2CCN(c3ccccn3)CC2)cc1,102,7,-2,-4,113,0,100,1

# Not a retest: entries from further up.
SMILES,RPL19A TOR yeast,EBNA-1 inhibitor,ZTA counter,procasp7 counter,LAP4-GFP MLPCN,procasp3 activ,MEP2-GFP yeast,AHR act
COC(=O)c1cc2occc2n1CC(=O)Nc1ccc(OC)c(OC)c1OC,92,-8,-7,1,90,6,94,12
CCOC(=O)c1[nH]c(C)c(CCC(=O)OC)c1C,99,11,5,-2,100,0,103,-3
COc1cc2c(cc1OC)CN(C(=O)c1nn(Cc3ccccc3)c(=O)c3ccccc13)CC2,95,nt,-8,1,94,9,93,4
Cc1oc(-c2cccs2)[n+]([O-])c1C,105,14,0,4,103,6,101,-1
O=C(CSCc1cnn(-c2ccccc2)c1-n1cccc1)NCc1ccccn1,96,2,7,-3,101,0,105,0
CC1(C)C(=O)Nc2ccccc2N1C(=O)COc1ccc(C#N)cc1,95,nt,nt,0,94,5,97,4
O=C(Nc1ccccc1F)C1C2C=CC3(O2)C1C(=O)N(c1cccnc1)C3C(=O)NC1CCCCC1 (stereo unspecified),102,0,-2,-4,93,-8,99,2
CC1(C)Cc2c(c(N3CCCC3)nc3sc(C(=O)Nc4ccccc4)c(N)c23)CO1,101,8,-2,3,98,23*,102,-9
O=C(N/N=C/c1cn(-c2ccccc2)nc1-c1ccc(F)cc1)c1ccc(Br)o1,114,11,-10,-6,114,1,93,3
COc1ccc(OC(=O)c2cccc(S(=O)(=O)N3CCCC3)c2)cc1,nt,10,0,-1,93,6,105,0
Cc1ccc(S(=O)(=O)C(F)(F)F)cc1NC(=O)c1cccnc1,100,-1,-5,10,103,9,100,-5
Nc1nc(Nc2cccc(F)c2)nc(N2CCOCC2)c1[N+](=O)[O-],94,-3,-4,4,103,-6,94,36
Cc1ccc(SCCCCN2CCOCC2)cc1,109,-10,-3,-17,93,2,114,2
COc1cc(CCC(=O)OCC(=O)NC(=O)c2ccc(Cl)cc2)cc(OC)c1OC,93,9,4,7,109,6,91,3
Cc1csc(CN(C)C(=O)CC2C(=O)NCCN2Cc2ccc(F)c(F)c2)n1 (stereo unspecified),105,-1,-9,-5,80,-2,100,-1
CC(=O)OC(C)C[N+](C)(C)C (stereo unspecified),102,6,-1,12,105,6,95,8
COc1ccc(-n2nc(C(=O)NCC(=O)NCCCN3CCN(C)CC3)c3ccccc3c2=O)cc1,102,14,14,-1,100,-3,98,-1
CCOc1ccc(OCCN(C)Cc2ccccc2)cc1,102,-1,6,12,94,4,99,3
COCCn1c(C)cc(C(=O)CSc2nc3ccccc3o2)c1C,100,6,3,-4,108,-6,107,12
O=S(=O)(/N=C/c1c(O)ccc2ccccc12)c1ccccc1,103,-14,-21,-10,96,2,109,21
CN(C)c1ccc(/C=N/N2CCN(c3ccccn3)CC2)cc1,102,7,-2,-4,113,0,100,1

# Not a hit list; any-hit rate near 3.8%.
